PG9 binder: binders of HIV-1 gp120 antibody PG9, primary screen, biochemical, TR-FRET; hit rate 0.43% among 360,000; HIV-1 gp120 / PG9 antibody interaction; inhibition, % at 6.7 µM; TR-FRET gp120-PG9 antibody binding; in the data active = inhibition above about 8.5%
HGIII-sPLA2 inh: human group III sPLA2 inhibitors, primary screen, biochemical, QFRET, BODIPY PC-A2 liposome substrate | Group 3 secretory phospholipase A2 (Homo sapiens), Q9NZ20 | QFRET BODIPY PC-A2 liposome hydrolysis, fluorescence | inhibition, % at 12.2 µM | hit rate 0.56% among 370,000;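 active = inhibition above mean plus 3 SD of compounds lying within the high and low control bounds, cut at about 19% in these data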;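 also: 0% = median of test compound wells and 100% = no enzyme DMSO wells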
PLCb3 inh: human PLC-beta3 inhibitors, primary screen, biochemical, fluorescence | 1-phosphatidylinositol 4,5-bisphosphate phosphodiesterase beta-3 (Homo sapiens), Q01970 | Purified PLC-beta3, fluorogenic substrate | inhibition, % at 12.2 µM | hit rate 0.18% among 370,000; in the data active = inhibition above about 11%;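 also: 0% = median of compound wells on plate and 100% = full blocker control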
DAX1 inh-1: DAX1 (NR0B1) inhibitors on StAR promoter, primary screen, cell-based, luminescence, SF-1 (NR5A1), full-length DAX-1; HEK293T StAR-luciferase reporter, SF-1/DAX-1 repression relief; inhibition, % at 6.8 µM; hit rate 1.1% among 370,000; AID 652010, 2013;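 active = inhibition above the mean over all tested compounds plus 3 SD, cut at about 3.6% in these data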;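 also: 0% = DAX-1 cells with DMSO and 100% = cells lacking DAX-1 with DMSO; higher inhibition means more luminescence from relief of DAX-1 repression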
GAA850 FXN act: FXN promoter activators, primary screen, cell-based, luciferase luminescence, HEK293 lucGAA850. AID 540364, 2011. HEK293 lucGAA850 FXN promoter luciferase reporter, 24 h; percent of 10 µM SAHA response. hit rate 0.56% among 360,000. activation, % at 6 µM;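 active = activation above the average of all compounds screened plus 3 SD, cutoff fixed separately per campaign, cut at about 7.5% in these data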;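 also: 0% = DMSO wells and 100% = 10 µM SAHA wells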
ssDAF12 agonist: S. stercoralis DAF-12 nuclear receptor activators, primary screen, cell-based, luminescence, HEK293, GRIP1 co-expression, lit1-tk-luc. Nuclear hormone receptor DAF-12 (Strongyloides stercoralis). HEK293 ssDAF-12/GRIP1 lit1-tk-luc reporter; % of 3 µM dafachronic acid response. activation, % at 6.8 µM. hit rate 1% among 370,000. AID 652126, 2013;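 active = activation above the mean over all tested compounds plus 3 SD, cut at about 0.9% in these data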;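 also: 0% = DMSO-only wells and 100% = 3 µM delta7-dafachronic acid wells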
hcDAF12 agonist: H. contortus DAF-12 nuclear receptor activators, primary screen, cell-based, luminescence, HEK293, lit1-tk-luc reporter. HEK293 hcDAF-12 lit1-tk-luc reporter; 0% DMSO, 100% Δ7-dafachronic acid. activation, % at 6.8 µM. hit rate 1.4% among 370,000;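 active = activation above the mean of all tested compounds plus 3 SD, cut at about 5.5% in these data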;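 also: 100% = response to 3 µM Δ7-dafachronic acid high control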
hgDAF12 agonist: H. glycines DAF-12 receptor agonists, primary screen, cell-based, luminescence, HEK293, GAL4 fusion, UAS-luciferase. AID 687014, 2013. hit rate 1.8% among 370,000. Nuclear hormone receptor DAF-12 (Heterodera glycines), GAL4 fusion. HEK293 GAL4-hgDAF12 UAS-luciferase reporter, agonist luminescence; normalized to butyrate control. activation, % at 6.8 µM;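 active = activation above a cutoff set at the mean of all screened compounds plus 3 SD, cut at about 10% in these data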;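 also: 0% = DMSO wells and 100% = sodium butyrate wells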
SMARCA2 activ: SMARCA2 (BRM) function activators, primary screen, cell-based, luminescence, high throughput; MG213 cells, MMTV-luciferase reporter, dexamethasone, overnight; activation, % at 9.1 µM; hit rate 1% among 370,000; in the data active = activation above about 7.8%;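 also: 0% = vehicle wells and 100% = reference activator wells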
DAX1 inh-2: DAX1 (NR0B1) inhibitors, primary screen, cell-based, HEK293, Gal4-DAX1, luciferase luminescence; hit rate 0.99% among 340,000; inhibition, % at 6.75 µM; AID 504766, 2011; Nuclear receptor subfamily 0 group B member 1 (Homo sapiens), P51843; HEK293 Gal4-DAX1 luciferase reporter;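 active = inhibition above the mean over all tested compounds plus 3 SD, cut at about 4.2% in these data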;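 also: 0% = DAX1-transfected cells with DMSO and 100% = empty-vector control cells with DMSO; inhibition shows as a rise in luminescence from relieved DAX1 repression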
Target sequence (P51843 207-470 limits assumed): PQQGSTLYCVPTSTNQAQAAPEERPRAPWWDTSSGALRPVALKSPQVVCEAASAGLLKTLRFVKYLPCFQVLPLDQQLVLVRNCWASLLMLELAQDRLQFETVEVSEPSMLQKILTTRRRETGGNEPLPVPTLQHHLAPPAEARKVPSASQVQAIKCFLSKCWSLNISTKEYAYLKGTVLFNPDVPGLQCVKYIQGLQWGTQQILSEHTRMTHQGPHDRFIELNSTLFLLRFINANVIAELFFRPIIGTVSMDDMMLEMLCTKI
Rev-erbA mod: modulators of Rev-erb alpha DNA binding, primary screen, biochemical, FITC-DNA, fluorescence polarization, uHTS; Nuclear receptor subfamily 1 group D member 1 (Homo sapiens), P20393; Rev-erbα–FITC-DNA binding, 90 min; activity, % at 10 µM; hit rate 0.79% among 370,000; AID 1259318, 2017;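 active = activity above about 14%, limit read from the data; passing the limit was not always enough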;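 also: 0% = DMSO wells with 35 nM protein and 100% = DMSO wells with 750 nM protein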
Target sequence (P20393 whole entry, looked up): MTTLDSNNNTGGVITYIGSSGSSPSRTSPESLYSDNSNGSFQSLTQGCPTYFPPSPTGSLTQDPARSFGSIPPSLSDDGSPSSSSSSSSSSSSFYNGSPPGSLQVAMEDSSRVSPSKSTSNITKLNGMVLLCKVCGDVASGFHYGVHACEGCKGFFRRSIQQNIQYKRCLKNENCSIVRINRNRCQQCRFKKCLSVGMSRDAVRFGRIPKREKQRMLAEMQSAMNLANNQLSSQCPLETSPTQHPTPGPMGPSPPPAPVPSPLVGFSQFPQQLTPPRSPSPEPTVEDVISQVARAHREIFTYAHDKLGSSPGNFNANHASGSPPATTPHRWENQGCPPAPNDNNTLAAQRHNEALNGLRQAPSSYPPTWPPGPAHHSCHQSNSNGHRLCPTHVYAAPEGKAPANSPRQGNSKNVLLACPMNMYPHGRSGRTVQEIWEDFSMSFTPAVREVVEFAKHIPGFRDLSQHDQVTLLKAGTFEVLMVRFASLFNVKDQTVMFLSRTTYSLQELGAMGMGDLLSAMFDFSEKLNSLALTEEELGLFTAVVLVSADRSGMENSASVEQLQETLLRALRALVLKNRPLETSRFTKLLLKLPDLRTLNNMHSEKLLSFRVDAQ
* marks the source's active call; other numbers are inactive results; i = inactive; / = no result given; & = joins results of further samples.

Every second line gives: hcDAF12 agonist | HGIII-sPLA2 inh | PG9 binder | DAX1 inh-1 | SMARCA2 activ | PLCb3 inh | ssDAF12 agonist | hgDAF12 agonist | Rev-erbA mod | DAX1 inh-2 | GAA850 FXN act
[1] CCCCN(C(=O)c1cc(S(=O)(=O)N2CCOCC2)ccc1Cl)c1c(N)n(CC(C)C)c(=O)[nH]c1=O
  4.8 | 3 | 0.2 | 0.6 | 0 | -1 | -0.2 | 1.1 | -4 | -0.4 | -1.8
[2] O=S(=O)(O)c1ccc(N=Nc2ccccc2)cc1
  -2.3 | -4 | -1.5 | 0.3 | 0 | -4 | -1.4 | -0.5 | -1 | 0.0 | 2.0
[3] COc1ccc(/C=C/C(=O)NC(=S)Nc2ccc(C(=O)O)cc2)cc1
  1.3 | 20* | -2.5 | 0.4 | 0 | -6 | -1.0 | 3.5 | -1 | -1.2 | 0.5
[4] COc1ccc(C(C#N)N2CCCCC2)cc1OC (stereo not given)
  -0.4 | -2 | -0.9 | 0.1 | 1 | -1 | -0.8 | 0.3 | -7 | 0.3 | 2.7
[5] COc1cccc(/C=C2/NC(=O)N(CC(=O)Nc3ccc(C)cc3)C2=O)c1OCc1cccc(C(=O)O)c1
  -1.7 | 1 | -0.6 | 0.1 | -3 | -31 | -1.1 | -0.2 | 4 | -0.5 | -1.4
[6] CCOC(=O)c1ccc(NC(c2ccc(N(C)C)cc2)P(=O)(OC(C)C)OC(C)C)cc1 (stereo not given)
  -0.8 | 2 | 0.1 | 0.0 | -2 | 3 | -1.3 | -0.6 | -6 | -0.2 | -3.5
[7] O=[N+]([O-])c1ccccc1Oc1ccc(C(F)(F)F)cn1
  -2.1 | 2 | -0.7 | 0.2 | -1 | 2 | -1.2 | 1.1 | 3 | 0.5 | -1.0
[8] CCN(CC(=O)NCc1ccc(Cl)cc1)C(=O)C1CCN(S(=O)(=O)c2ccc(OC)c(OC)c2)CC1
  1.2 | -5 | -2.3 | 0.6 | -1 | -3 | -1.0 | -2.6 | -4 | 0.6 | -2.6
[9] Cc1ccc2nc(SCC(=O)Nc3nonc3N)[nH]c2c1
  -2.7 | -1 | 1.5 | -0.5 | -1 | -1 | -1.2 | -0.1 | -2 | -0.9 | 0.9
[10] O=C1N[C@@H](Cc2ccccc2)C(=O)N2CCCC12 (stereo not given in full)
  1.0 | 12 | -0.1 | 2.8 | -1 | 1 | -1.1 | 0.4 | -2 | 0.3 | 1.4
[11] O=C1NC(=O)C(=Cc2ccccc2)N1
  0.0 | 19 | 0.0 | 0.8 | -2 | 11* | -1.0 | -2.4 | 5 | 1.1 | 0.7
[12] Cc1ccc(C2NS(=O)(=O)N=C2N)cc1 (stereo not given)
  -0.3 | -1 | -1.0 | -0.1 | -2 | 3 | -1.1 | 0.0 | 5 | 1.1 | 2.2
[13] O=C(Nc1ccccc1)N1CCN(Cc2ccccc2)CC1
  3.2 | 2 | -0.7 | 1.2 | 2 | 2 | -0.5 | 2.9 | 2 | 0.3 | 0.3
[14] O=C(Nc1cc(S(=O)(=O)N2CCCCC2)ccc1Oc1ccccc1)C1=COCCO1
  -2.9 | -22 | 0.2 | -2.5 | -2 | -8 | -1.7 | -2.5 | 6 | 0.6 | 2.7
[15] Nc1c(N(CCC2=CCCCC2)C(=O)Cc2ccc(F)cc2)c(=O)[nH]c(=O)n1Cc1ccccc1
  -2.4 | -1 | -2.6 | -0.6 | 2 | -1 | -1.1 | 3.0 | -3 | 0.0 | -2.5
[16] CO/N=C/c1ccc(N2CCN(C(=O)c3cccc(C(F)(F)F)c3)CC2)c([N+](=O)[O-])c1
  -2.2 | -1 | -1.1 | -2.1 | -6 | 1 | -1.8 | -3.7 | 9 | -0.6 | 1.3
[17] Cn1c(N)c(Br)c(-c2ccc(F)cc2)c(C#N)c1=O
  0.1 | -1 | -1.1 | -0.7 | -3 | -1 | -1.8 | -0.8 | -2 | -0.1 | -1.2
[18] O=C(CCCCCCCCN1C(=O)c2ccccc2C1=O)N1CCOCC1
  -2.1 | -9 | -1.1 | 0.0 | -2 | -4 | -1.7 | 0.7 | 0 | / | 0.6
[19] CC1CCN(CC(O)COCCOc2ccc(Br)cc2)CC1 (stereo not given)
  -0.1 | 1 | -1.7 | 0.2 | 0 | 3 | -1.9 | 3.2 | -5 | 0.8 | 0.4
[20] O=C(Nc1cccc(S(=O)(=O)N2CCOCC2)c1)c1cc(S(=O)(=O)N2CCOCC2)c(Cl)cc1Cl
  -1.7 | -18 | -1.1 | -2.1 | -1 | 2 | -1.9 | 0.6 | -7 | -1.0 | -2.4
[21] CN(c1nnc(N)s1)C1CCCCC1
  0.0 | 3 | -0.4 | 0.3 | 1 | -1 | 0.5 | 1.1 | 0 | 3.8 | 2.0
[22] COc1ccc(C2=NN(C(=O)c3ccc(Cl)c([N+](=O)[O-])c3)C(c3ccccc3)C2)cc1 (stereo not given)
  -0.1 | 10 | 1.7 | -0.1 | -1 | -2 | -1.5 | 1.4 | -1 | -1.9 | 0.6
[23] COc1cc(C(=O)N/N=C/c2ccc(OC(=O)c3ccccc3)c(OC)c2)ccc1O
  -0.3 | -4 | -2.4 | -0.8 | 0 | -2 | -1.2 | 3.6 | -4 | -0.2 | 0.8
[24] C[C@@H]1CN([C@@H](C)CO)C(=O)CCCn2nncc2CO[C@H]1CN(C)S(=O)(=O)c1ccccc1C#N
  3.7 | -7 | -1.9 | -0.1 | -1 | 2 | -0.5 | -1.3 | 2 | 1.7 | 0.9
[25] CC(C)(C)OC(=O)NCc1ccc(CNC(=O)c2nc[nH]c2C(=O)NCc2ccccc2)cc1
  -1.7 | -20 | -1.4 | -0.4 | 1 | 3 | -1.6 | -0.9 | -1 | -1.0 | 2.4
[26] COc1ccc(OC)c(/C=C/C(=O)N(C)CC(=O)Nc2ccc(C)cc2)c1
  -3.3 | -7 | 2.1 | -0.6 | 2 | i | -1.4 | 0.1 | 4 | -0.6 | 2.5
[27] COCc1c(C(=O)NC(C)c2ccc(S(N)(=O)=O)cc2)oc2ccccc12 (stereo not given)
  0.2 | 3 | 0.1 | 0.1 | 1 | -5 | -1.2 | -1.1 | 1 | -0.2 | 0.1
[28] CC/C(C)=N/N1C(=O)c2ccccc2NC1(C)CC (stereo not given)
  1.0 | 0 | 1.0 | 0.3 | 2 | -211 | -1.3 | 6.6 | 4 | 6.2* | 3.0
[29] COc1ccc(C(=O)Nc2ccc(Cc3ccncc3)cc2)cc1Br
  -0.4 | -14 | 0.1 | -1.1 | -3 | 0 | -1.5 | -0.2 | 6 | -0.9 | 2.2
[30] CCCCn1c(N)c(N(CCC(C)C)C(=O)c2cccc(N3C(=O)c4ccccc4C3=O)c2)c(=O)[nH]c1=O
  0.7 | -4 | -0.2 | 0.1 | 2 | -13 | -1.2 | -1.6 | -6 | 0.1 | -0.7
[31] Cc1ccc(S(=O)(=O)N2CCOCC2)cc1C(=O)OCC(=O)NCCc1ccccc1
  -1.3 | -8 | -0.5 | -0.8 | 0 | -5 | -0.5 | 1.0 | -2 | 0.6 | -1.7
[32] CC(Nc1ccc(Br)cc1)C(=O)Nc1cccc(S(=O)(=O)N2CCOCC2)c1 (stereo not given)
  -1.1 | -13 | 0.1 | 0.6 | 0 | -2 | -1.4 | -2.7 | 7 | -1.6 | 0.7
[33] COc1cc(C(=O)OCC(=O)N2CCN(C(C)=O)CC2)ccc1OCC(C)C
  0.7 | 1 | 1.5 | 1.7 | -1 | -7 | -1.4 | 1.3 | -2 | 0.2 | 0.5
[34] NC(=O)N1c2ccccc2C=Cc2ccccc21
  -2.2&-1.0 | 0&-2 | -0.7&-1.4 | 0.8&-0.5 | -2&-1 | 4&0 | -1.7&-0.2 | -0.4&-0.7 | -3&8&-4 | 0.1&-0.4 | -1.3&0.9
[35] Cc1cc(C(=O)OCC(=O)Nc2nccs2)c2ccccc2n1
  -0.5 | 10 | -0.2 | -0.3 | -7 | -13 | -1.8 | -0.3 | -11 | 0.2 | -1.1
[36] COc1ccc2c(c1)C(=O)N(CCc1ccc(S(=O)(=O)NC(=O)NC3CCCCC3)cc1)C(=O)C2(C)C
  -0.2 | -22 | -0.4 | -0.9 | -1 | -40 | -1.0 | -1.1 | -9 | -0.1 | 2.0
[37] Cc1csc(NC(=O)c2cc[n+]([O-])cc2)n1
  0.7 | 0 | -0.6 | 0.3 | 0 | 8 | -0.2 | -1.1 | 2 | 1.4 | -1.6
[38] CCCC[n+]1c2ccccc2cc2ccccc21
  -2.8 | 40* | -1.7 | -1.2 | -1 | -127 | -1.4 | -4.4 | 5 | -2.3 | 2.9
[39] CCSCCOC(=O)C1=C(C)N(C)C(=O)NC1c1cc(OC)ccc1OC (stereo not given)
  -3.6 | 9 | 1.1 | 0.1 | 1 | -1 | -0.9 | -2.1 | 1 | -0.1 | -0.1
[40] COC(=O)C1=C(C(=O)OC)[C@@H]2N(Cc3ccccc3)c3ccccc3[C@@]23C[C@@H](C(=O)OC)N(C(=O)NC2CCCCC2)C3=N1
  -0.1 | -4 | -1.8 | 0.6 | 1 | 0 | -0.7 | 1.2 | 2 | 1.5 | -2.1
[41] O=C(N/N=C/c1ccccc1C(=O)O)c1ccncc1
  -1.8 | -1 | -1.8 | 0.4 | -2 | -5 | -1.0 | -1.2 | 1 | 0.6 | 2.2
[42] CCOC(=O)C1(Cc2ccccc2)CCN(Cc2cc(OC)c3c(c2)OCO3)CC1
  -0.3 | -5 | 0.6 | -0.3 | 0 | -3 | -1.9 | 2.8 | 0 | -0.7 | -2.4
[43] CCOc1ccc(S(=O)(=O)Nc2ccccc2C(=O)Nc2ccccc2N2CCOCC2)cc1
  0.7 | -31 | -3.3 | -0.2 | -1 | -13 | -1.6 | -2.4 | -3 | 0.1 | 8.3*
[44] O=C(Nc1nccs1)c1cccc(S(=O)(=O)N2CCCCC2)c1
  -2.2 | -6 | -0.5 | -0.4 | 2 | 1 | -2.1 | -3.2 | -1 | -1.2 | 0.2

Screens (PubChem BioAssay)
